Assay outcomes: PubChem BioAssay, National Center for Advancing Translational Sciences (NCATS)
RXFP1 ag: qHTS Assay for Agonists of the Relaxin Receptor RXFP1 | HEK293T-RXFP1 cAMP TR-FRET, 30 min; response scale: percent of porcine relaxin response, buffer zero | Relaxin receptor 1 (Homo sapiens), Q9HBX9 | 370,000 compounds, 0.3% hits | Potency, µM (series often up to 57.5 µM), for the others: at the top dose activation, hits mostly activators; also: potency is read from the fitted curve at half-maximal effect; % is scaled to controls: 0 for no effect and ±100 for the full control effect; nearly all actives have a fitted effect of over 60% in size; many of its hits are not listed in these tables
Target sequence (Q9HBX9 whole entry, looked up): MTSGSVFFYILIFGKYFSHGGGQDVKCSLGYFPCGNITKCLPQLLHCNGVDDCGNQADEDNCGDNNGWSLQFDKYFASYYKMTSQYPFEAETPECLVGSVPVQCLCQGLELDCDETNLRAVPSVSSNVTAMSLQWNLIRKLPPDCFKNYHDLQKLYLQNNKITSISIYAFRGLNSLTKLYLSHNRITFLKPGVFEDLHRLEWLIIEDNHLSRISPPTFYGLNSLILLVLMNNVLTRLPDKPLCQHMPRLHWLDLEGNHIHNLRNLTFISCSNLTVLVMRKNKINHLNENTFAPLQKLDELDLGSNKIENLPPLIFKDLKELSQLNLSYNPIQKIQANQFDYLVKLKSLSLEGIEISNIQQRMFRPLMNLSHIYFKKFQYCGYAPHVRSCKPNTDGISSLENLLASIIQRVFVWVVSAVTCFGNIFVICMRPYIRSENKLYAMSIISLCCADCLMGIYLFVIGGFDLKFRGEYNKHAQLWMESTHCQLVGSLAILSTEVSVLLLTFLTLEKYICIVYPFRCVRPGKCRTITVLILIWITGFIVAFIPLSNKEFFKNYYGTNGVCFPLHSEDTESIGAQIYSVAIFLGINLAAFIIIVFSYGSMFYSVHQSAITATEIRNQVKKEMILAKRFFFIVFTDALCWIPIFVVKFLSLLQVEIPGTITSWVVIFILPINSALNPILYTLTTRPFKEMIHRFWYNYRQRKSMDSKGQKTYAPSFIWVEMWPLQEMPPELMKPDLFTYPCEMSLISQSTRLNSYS
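HEK293 cells stably expressing RXFP1, treated 30 min at 37C with compounds plus PDE4 inhibitor Ro 20174; cAMP measured by HTRF TR-FRET. Normalized to buffer and 29 nM porcine relaxin; EC50 by Hill fit.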
LDHA inh: qHTS assay for inhibitors of human lactate dehydrogenase | L-lactate dehydrogenase A chain (Homo sapiens), P00338 | activity change, % (values are at about 110 or 230 µM) | purified LDHA, NADH/diaphorase-resazurin fluorescence; active compounds read low | 480,000 compounds, 0.15% hits | AID 1347041, 2019; in the data active = activity change below about -30%; inconclusive = mostly about -25% to -30%;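 also: plate controls were DMSO wells for no effect and wells without enzyme for full effect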
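Enzyme activity of human lactate dehydrogenase 5 (2 nM; 0.06 mM NADH, 0.2 mM pyruvate, 5 min, RT) is measured via a resazurin/diaphorase fluorescence readout of residual NADH.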
D1 ag: Allosteric Agonists of the Human D1 Dopamine Receptor: qHTS | D(1A) dopamine receptor (Homo sapiens), P21728 | HEK293 T-REx D1 cells, calcium flux, agonist mode | activation, % at 2 µM | 360,000 compounds, 1% hits | AID 504660, 2011; in the data active = activation above about 30%; also: 0% is about no effect
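Inducible HEK293 T-REx D1 cells, force-coupled to calcium signalling, were plated at 4000 cells/well with tetracycline and held overnight at 30 C. After no-wash calcium dye loading, compound-evoked calcium rise over 180 s flagged agonists.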
D1 antag: Antagonist of Human D 1 Dopamine Receptor: qHTS; HEK293 TREx D1 cells, calcium flux, dopamine EC80; active compounds read low; activity change, negative = inhibition, % at 10 µM; 360,000 compounds, 3.2% hits; in the data active = activity change below about -30%; also: % is scaled to controls: 0 for no effect and ±100 for the full control effect
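Allosteric or orthosteric antagonism assessed as attenuation of the calcium response to EC80 dopamine, added 180 s after compound, in induced HEK293 Trex D1 cells loaded with no-wash calcium dye.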
Vif-A3F inh: qHTS for Inhibitors of Vif-A3F Interactions: qHTS; HeLa A3F-eYFP + Vif (tagged APOBEC3F with the HIV-1 protein that degrades it), YFP fluorescence increase; Potency, µM (highest dose often 46.1 µM), for the others: at the highest dose activity, negative = active; 390,000 compounds, 0.2% hits; AID 602313, 2012; also: potency is read from the fitted curve at half-maximal effect; % of control where 0% means no effect; nearly all actives have a fitted effect of over 65% in size
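HeLa cells stably expressing Vif plus C-terminally eYFP-tagged A3F were seeded, incubated overnight at 37 deg C, dosed with compound, incubated overnight again at 37 deg C. Yellow fluorescence (Ex 488/Em 500-530) reported blocked Vif-mediated A3F-eYFP degradation.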
D2 PAM: HTS Assay for Positive Allosteric Modulators of the Human D2 Dopamine Receptor: Primary Screen for Potentiators; AID 485347, 2010; 340,000 compounds, 0.34% hits; HEK293 T-REx D2, calcium flux, EC20 dopamine potentiation; D(2) dopamine receptor (Homo sapiens), P14416; potentiation, % at 10 µM;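 active = potentiation over 3 SD above the plate norm, cut at about 30% in these data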; also: 0% is about no effect
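Tetracycline-induced Hek293 Trex D2 cells, force-coupled to calcium, loaded with no-wash calcium dye. Compound added with 180 s kinetic read for agonism, then EC20 dopamine and a further 180 s read for potentiation.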
Vif-A3G inh: qHTS for Inhibitors of Vif-A3G Interactions: qHTS. DNA dC->dU-editing enzyme APOBEC-3G (Homo sapiens), Q9HC16. HeLa A3G-eYFP + Vif (tagged APOBEC3G with the HIV-1 protein that degrades it), YFP fluorescence, overnight. Potency, µM (highest dose often 46.1 µM), without a hit: at the top dose activity, negative = active, most hits filed as inhibitors. 410,000 compounds, 0.076% hits;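 also: potency is read from the fitted curve at half-maximal effect; % is scaled to controls: 0 for no effect and ±100 for the full control effect; nearly all actives have a fitted effect of over 60% in size; hits raise eYFP signal because A3G escapes Vif-driven loss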
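HeLa cells stably expressing Vif and C-terminally eYFP-tagged A3G, seeded overnight at 37 deg C, then exposed to compound by pintool overnight at 37 deg C. Rise in yellow fluorescence (Ex 488/Em 500-530, Acumen) marks blocked Vif-driven A3G degradation.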
GRP78 ERSR act: qHTS for Inducers of the Endoplasmic Reticulum Stress Response (ERSR) in Human Glioma: qHTS. Potency, µM, for the others: at the top dose activation, actives largely listed as activators. 420,000 compounds, 0.02% hits. U87-MG GRP78 promoter luciferase reporter, 16 h; also: potency is read from the fitted curve at half-maximal effect; series mostly up to about 76 µM; % of control where 0% means no effect; nearly all actives have a fitted effect of over 35% in size
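Stably transfected U87-MG glioma cells carrying a GRP78-based luciferase sensor; 16 h compound incubation. Luminescence end-point read 10 min after Bright-Glo addition at room temperature.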
D1 potentiator: Potentiators of Human D1 Dopamine Receptor: qHTS; 360,000 compounds, 0.036% hits; HEK293 TREx D1 cells, calcium flux, dopamine EC20 potentiation; D(1A) dopamine receptor (Homo sapiens), P21728; potentiation, % at 10 µM; in the data active = potentiation above about 30%; also: 0% is about no effect
Active calls of the source: *; ? = inconclusive; / = no result given; & = joins results of further samples. Unless noted, calls follow the shape of the dose curve; as a rule, active = well fitted curve in the direction sought with a large enough effect; inconclusive = small, poorly fitted or top-dose-only effect, or another doubt; inactive = no such curve, though single readings can be large; an effect the other way counts as inactive or inconclusive. This is a subset; count on the stated rates, not on these rows.

Order of values: RXFP1 ag	LDHA inh	D1 ag	D1 antag	Vif-A3F inh	D2 PAM	Vif-A3G inh	GRP78 ERSR act	D1 potentiator
O=C(COC(=O)CNC(=O)c1ccc(Br)o1)Nc1ccc2c(c1)OCCO2
 : 0.5%	-8	1	22	2%	-13	0%	0%	-5
COCCNC(=O)NC(=O)CN1CCCc2ccccc21
 : 2.8%	-6	5	9	3%	7	1%	-4%	-1
O=C(Cc1ccccc1)N/N=C/c1cc2c(cc1Cl)OCO2
 : -0.6%	8	16	-40*	0%	8	-1%	-2%	-11
OCCC1CN(Cc2cnc(N3CCCC3)s2)CCN1C1CCCC1 (stereo not given)
 : -0.4%	-6	0	-2	-23%	-16	0%	-4%	2
Cc1cc(Nc2ccccc2)c2c([N+](=O)[O-])ccc(C)c2n1
 : 0.0%	6&2	2	-23	-1%	6	-19%	-3%	-9
CC(C)(C)OC(=O)N1CCC(c2c(C(=O)NC3CCN(Cc4ccccc4)CC3)cnn2-c2ccc(F)cc2F)CC1
 : 0.0%	0	15	-8	-2%	-12	3%	-3%	-2
Cc1ccc(C(=O)N2CCN(c3ccc([N+](=O)[O-])c(N4CCOCC4)c3)CC2)cc1
 : 2.3%	-2	1	-11	-4%	5	0%	2%	-10
COc1cccc(C2=NOC(C(=O)Nc3ccc4c(c3)OCO4)C2)c1 (stereo not given)
 : -0.4%	7	8	-16	3%	-2	-5%	-1%	9
Cn1nccc1CNC(=O)c1ccnn1C
 : -0.4%	-2	13	-13	-1%	5	2%	-6%	-3
COc1cc(NS(=O)(=O)c2cn(C)cn2)cc(OC)c1
 : 0.4%	-1	1	-1	-6%	6	1%	-2%	12
COc1ccc(-c2cc3ccc(O)cc3oc2=O)cc1
 : ?	0&1	1	10	6%	-13	0%	3%	2
Fc1ccc(-c2cc(-c3cccs3)cc(-c3ccccc3)n2)cc1
 : -0.2%	1	29	37	-7%	-4	-3%	-2%	1
COc1ccc(C2=Nn3c(nnc3-c3ccccc3OC)SC2)cc1OC1CCOC1 (stereo not given)
 : /	2	/	/	0%	/	?	-2%	/
CCCN=C1N(CC)C[C@@H]2[C@@H]3C(=O)N(C)C(=O)[C@@H]3[C@](CC)(C(=O)OC)N12
 : /	-9	/	/	3%	/	1%	2%	/
O=C(Cn1[nH]c(=O)c2ccccc2c1=O)OCC(=O)N1CCc2ccccc2C1
 : 1.3%	-2	0	-8	1%	-3	-1%	-7%	-6
COc1ccc(C(=O)N/C(=C\c2ccccc2)C(=O)NC(CC(C)C)C(=O)O)cc1 (stereo not given)
 : 2.7%	-5	-3	-5	2%	3	0%	-3%	-1
CCOc1cc(/C=C/c2nc3ccccc3s2)ccc1OCC(=O)N1CCOCC1
 : -0.7%	-2	-1	-7	-4%	-3	-6%	-5%	-2
O=C(O)c1ccc2c(c1)C(=O)N(c1cccc(C(=O)/C=C/c3ccccc3)c1)C2=O
 : -0.9%	-7	1	5	-23%	15	-16%	-5%	-4
COc1ccc(CN(C)C(=O)CCNS(=O)(=O)c2ccccc2)c(OC)c1
 : /	-1	/	/	0%	/	0%	-3%	/
COc1ccc(-c2nc(NC(=O)CSc3nnc(C)s3)ns2)cc1
 : 4.6%	-12	2	4	-6%	7	2%	0%	-2
Cc1cc([N+](=O)[O-])ccc1-c1ccc(/C=N/NC(=O)c2ccc(Br)o2)o1
 : 7.3%	-1	14	5	?	-3	?	3%	-3
CCCN(CC(=O)Nc1ccccc1C)C(=O)C1CCCN(C(=O)c2ccc(Cl)cc2)C1 (stereo not given)
 : -1.1%	1	2	17	-5%	-6	-1%	-2%	-20
CC1(C)N([O-])C(c2ccccc2)=C[N+](=O)C1(C)C
 : 0.4%	-5	2	-1	/	-5	4%	-3%	-8
COc1ccc(C(=O)/C=C/c2ccsc2)cc1CSCC(=O)O
 : -4.5%	9	1	3	-27%	-5	-24%	-6%	-3
O=C(Nc1ccc(N2CCN(C(=O)c3ccco3)CC2)c(Cl)c1)c1cccnc1
 : 0.0%	-8	5	7	10%	-7	4%	1%	-6
Cc1ccc(-c2nnn(CC(=O)N(CC(=O)NC3CCCC3)c3cnc4ccccc4c3)n2)o1
 : -0.2%	-6	0	1	1%	28	-3%	-5%	-1
Cc1ccc(C)c(N2CCN(C3=C(c4ccccc4)C(=O)c4ccccc43)CC2)c1
 : 4.9%	-9	5	-2	1%	-2	-1%	-1%	1
O=C(N/N=C/c1cccnc1)c1cc(-c2ccccc2Cl)nc2ccccc12
 : 4.4%	-3	-1	-40*	-1%	8	-5%	1%	-1
COc1cccc(OC)c1C(=O)OCC(=O)NC(=O)NCc1ccccc1
 : 0.6%	-3	-1	6	-14%	-10	-1%	6%	-9
COc1ccccc1C1OCC(C)([N+](=O)[O-])CO1 (stereo not given)
 : /	-7	/	/	-1%	/	2%	-2%	/

Full records from above:
Record of Cc1cc([N+](=O)[O-])ccc1-c1ccc(/C=N/NC(=O)c2ccc(Br)o2)o1 = RXFP1 ag: 7.3%; LDHA inh: -1; D1 ag: 14; D1 antag: 5; Vif-A3F inh: ?; D2 PAM: -3; Vif-A3G inh: ?; GRP78 ERSR act: 3%; D1 potentiator: -3
Record of COc1ccc(C(=O)/C=C/c2ccsc2)cc1CSCC(=O)O = RXFP1 ag: -4.5%; LDHA inh: 9; D1 ag: 1; D1 antag: 3; Vif-A3F inh: -27%; D2 PAM: -5; Vif-A3G inh: -24%; GRP78 ERSR act: -6%; D1 potentiator: -3
Record of COc1ccc(-c2nc(NC(=O)CSc3nnc(C)s3)ns2)cc1 = RXFP1 ag: 4.6%; LDHA inh: -12; D1 ag: 2; D1 antag: 4; Vif-A3F inh: -6%; D2 PAM: 7; Vif-A3G inh: 2%; GRP78 ERSR act: 0%; D1 potentiator: -2

Arranged by value in D1 potentiator (high to low): 3 from the list above
smiles | LDHA inh | D1 ag | D1 antag | D2 PAM | GRP78 ERSR act | D1 potentiator
COc1cccc(C2=NOC(C(=O)Nc3ccc4c(c3)OCO4)C2)c1 (stereo not given) | 7 | 8 | -16 | -2 | -1% | 9
OCCC1CN(Cc2cnc(N3CCCC3)s2)CCN1C1CCCC1 (stereo not given) | -6 | 0 | -2 | -16 | -4% | 2
COc1ccc(C(=O)/C=C/c2ccsc2)cc1CSCC(=O)O | 9 | 1 | 3 | -5 | -6% | -3

(cont.)
Order of values: RXFP1 ag	LDHA inh	D1 ag	D1 antag	Vif-A3F inh	D2 PAM	Vif-A3G inh	GRP78 ERSR act	D1 potentiator
COc1ccccc1N(CC(=O)NCCC1=CCCCC1)S(=O)(=O)c1ccccc1
 : 2.4%	5	5	7	9%	5	5%	-2%	-1
CC(C)OC(=O)CSc1nnc(-c2ccccn2)n1-c1ccccc1
 : 1.5%	0	2	12	-1%	-1	3%	-2%	-3
O=C(COn1nnc2ccc(C(F)(F)F)cc21)Nc1c(Cl)cccc1Cl
 : 2.6%	-6	2	-6	-6%	21	-1%	-4%	-4
Cc1ccc(-c2n[nH]c(=O)c3ccccc23)cc1S(=O)(=O)NC(C)(C)C
 : 2.3%	5&-9	1	-14	-7%	-2	0%	-4%	0
O=c1[nH]c(C2CCN(S(=O)(=O)c3ccccc3)CC2)nc2c1nnn2Cc1c(F)cccc1Cl
 : 0.6%	-6	5	8	16%	11	-1%	-5%	-4
CCn1c(SCC(=O)Nc2ccc(OC)cc2)nc2c(c1=O)SCC2
 : -2.0%	-9	0	-6	-11%	1	3%	-6%	2
CC(NC(=O)COC(=O)c1ccc(CO)cc1)C1CC2CCC1C2 (stereo not given)
 : 1.1%	-3	1	15	-1%	3	-10%	-4%	0
COC(=O)C1CCN(C(=O)c2cc(=O)[nH]c3ccccc23)CC1
 : -0.5%	1	2	1	20%	-4	0%	-1%	-8
Cc1ccc(NC2CCCCC2NS(=O)(=O)c2ccc(Cl)cc2)cc1 (stereo not given)
 : 5.5%	3	0	3	-1%	12	2%	-6%	-6
Cc1cc(NC(=O)CCCN2C(=O)/C(=C\c3cccs3)SC2=S)no1
 : -0.4%	-10	1	-12	-7%	-16	3%	-6%	-4
Cc1cccc(N2CCN(C(=O)C(C)n3nc(C)n4c(cc5occc54)c3=O)CC2)c1C (stereo not given)
 : -0.3%&1.1%	-7&-2	5&0	-10&-2	-3%&0%	7&-2	-1%&-1%	-1%&-5%	2&1
Cc1ccc(NCc2ccc(Cl)nc2)c(NCc2ccc(Cl)nc2)c1
 : 1.3%	5	-1	-1	8%	3	1%	-4%	-7
COc1ccc(C(=O)NNC(=O)C(Cc2ccc(O)cc2)NC(=O)c2ccccc2NC(=O)c2ccc(OC)cc2)cc1 (stereo not given)
 : 30%	-17	4	0	-3%	3	-22%	-4%	-3
O=C(c1cc(-c2ccc(F)cc2)nc2ccccc12)N1CCN(C2CCS(=O)(=O)C2)CC1 (stereo not given)
 : 1.0%	2&4	0	-32*	1%	-7	-3%	-1%	1
COc1cc(/C=C2\SC(c3ccc(C)cc3)=NC2=O)cc(OC)c1O
 : -0.8%	22	4	4	0%	-10	-9%	-4%	-2
CCOC(=O)c1c(NC(=O)COc2ccc(Br)cc2)sc2c1CCCC2
 : -2.4%	-4	3	2	0%	-2	-6%	-1%	0
NS(=O)(=O)c1ccc(CCNC(=S)Nc2ccc(S(N)(=O)=O)cc2)cc1
 : 4.5%	-5	4	-10	12%	-3	-1%	1%	2
Cc1cccc(C(=O)O/N=C/c2c(Cl)n(C)c3ccccc23)c1
 : 0.5%	-4	3	1	7%	13	-1%	-7%	-5
